NOD2 RIPK2 PPI: blocks binding of human NOD2 to RIPK2 | O43353 | inhibition, % at 4.98 µM | AID 624267 | CHO BLA complementation NOD2-RIPK2, CCF4 ratio | 0.38% of 360,000 active; in the data active = inhibition above about 21%;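 also: 0% = vehicle only and 100% = reference blocker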
ABHD5 PLIN5 PPI: ABHD5-PLIN5 protein interaction inhibition. Q00G26+Q8WTS1. Split G. princeps luciferase complementation, luminescence, 4 h. inhibition, % at 4 µM. 0.78% of 360,000 active. AID 602281;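 active = inhibition above the mean inhibition across every tested compound plus 3 SD, cut at about 22% in these data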;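 also: 0% = DMSO only wells and the 100% control is not disclosed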
NR5A2 inv ag: suppresses constitutive activity of human LRH-1 | O00482 | HEK293T StAR-luciferase reporter, LRH-1 transfected, 24 h | inhibition, % at 3.6 µM | 0.13% of 360,000 active;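 active = inhibition above the mean inhibition of all tested compounds plus 3 SD, cut at about 73% in these data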;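 also: 0% = DMSO wells and 100% = reporter-only cells lacking LRH-1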
SRC3 inh: inhibitors of human steroid receptor coactivator 3 (SRC3); Q9Y6Q9; HEK293 GAL4-SRC3 luciferase reporter, luminescence; inhibition, % at 3.6 µM; 0.17% of 360,000 active; AID 588352;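 active = inhibition above a per-campaign cutoff, the mean of all compounds plus 3 SD, cut at about 60% in these data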;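 also: 0% = DMSO-treated cells and 100% = gossypol-treated cells at 36 µM; higher means less SRC3-driven luciferase light from the GAL4 reporter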
NCOA1 inh: inhibitors of human steroid receptor coactivator 1 (SRC1). Q15788. HEK293 GAL4-SRC1 luciferase reporter, luminescence. inhibition, % at 3.6 µM. 0.12% of 360,000 active. AID 588354;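 active = inhibition above the campaign mean plus 3 SD, with each screening campaign given its own cutoff, cut at about 60% in these data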;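 also: 0% = DMSO treated cells and 100% = gossypol at 36 µM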
Target sequence (Q15788 whole entry, looked up, the tested form may be a part): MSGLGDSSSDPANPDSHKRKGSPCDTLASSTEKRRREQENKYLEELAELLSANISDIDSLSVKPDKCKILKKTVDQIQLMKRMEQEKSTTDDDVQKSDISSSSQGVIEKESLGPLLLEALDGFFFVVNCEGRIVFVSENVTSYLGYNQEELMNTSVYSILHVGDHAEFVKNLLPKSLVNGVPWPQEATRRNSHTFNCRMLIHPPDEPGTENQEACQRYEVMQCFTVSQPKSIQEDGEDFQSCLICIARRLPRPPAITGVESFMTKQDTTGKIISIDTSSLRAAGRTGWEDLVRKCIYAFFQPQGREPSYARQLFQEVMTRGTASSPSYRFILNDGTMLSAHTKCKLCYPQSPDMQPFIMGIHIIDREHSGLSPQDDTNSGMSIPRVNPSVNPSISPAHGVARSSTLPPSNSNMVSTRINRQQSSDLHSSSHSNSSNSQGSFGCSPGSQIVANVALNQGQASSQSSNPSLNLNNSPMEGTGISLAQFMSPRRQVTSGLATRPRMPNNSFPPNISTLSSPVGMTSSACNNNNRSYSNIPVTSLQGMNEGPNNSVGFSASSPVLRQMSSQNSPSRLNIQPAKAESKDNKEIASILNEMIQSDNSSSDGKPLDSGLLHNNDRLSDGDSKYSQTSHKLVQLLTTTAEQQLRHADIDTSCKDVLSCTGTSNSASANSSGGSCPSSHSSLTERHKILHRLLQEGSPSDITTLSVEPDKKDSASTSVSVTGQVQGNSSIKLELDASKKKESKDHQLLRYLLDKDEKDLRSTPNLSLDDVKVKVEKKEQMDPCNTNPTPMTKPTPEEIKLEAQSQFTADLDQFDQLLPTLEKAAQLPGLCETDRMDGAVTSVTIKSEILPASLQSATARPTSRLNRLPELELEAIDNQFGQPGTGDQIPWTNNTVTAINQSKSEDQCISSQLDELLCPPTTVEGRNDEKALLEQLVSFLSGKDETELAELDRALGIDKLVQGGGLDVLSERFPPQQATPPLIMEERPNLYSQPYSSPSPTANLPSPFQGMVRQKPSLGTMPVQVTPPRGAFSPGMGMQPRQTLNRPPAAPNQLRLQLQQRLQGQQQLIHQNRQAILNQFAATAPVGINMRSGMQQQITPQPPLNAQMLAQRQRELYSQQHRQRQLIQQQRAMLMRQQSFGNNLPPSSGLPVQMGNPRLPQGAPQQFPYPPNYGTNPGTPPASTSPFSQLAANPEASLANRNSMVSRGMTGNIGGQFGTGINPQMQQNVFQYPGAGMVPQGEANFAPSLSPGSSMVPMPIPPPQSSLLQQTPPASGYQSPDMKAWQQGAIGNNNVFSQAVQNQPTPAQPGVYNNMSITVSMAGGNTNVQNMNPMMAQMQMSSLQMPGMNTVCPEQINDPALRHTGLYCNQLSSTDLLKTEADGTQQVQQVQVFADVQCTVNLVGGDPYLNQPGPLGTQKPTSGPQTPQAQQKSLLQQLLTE
TLR9-MyD88 block: TLR9-MyD88 interaction inhibition | CHO BLA complementation TLR9-MyD88, CCF4 FRET ratio | 0.21% of 340,000 active | Q9NR96+Q99836 | inhibition, % at 4.98 µM;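 active = inhibition above the mean over all tested compounds plus 3 SD, cut at about 21% in these data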;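 also: 0% = DMSO only wells and 100% = clavulanate BLA inhibitor control wells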
NCOA2 inhibitor: inhibits human steroid receptor coactivator 2 | Q15596 | HEK293 GAL4-SRC2 luciferase reporter, luminescence | inhibition, % at 9 µM | 0.17% of 370,000 active | AID 651957;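 active = inhibition above the mean inhibition of all tested compounds plus 3 SD, set per campaign, cut at about 52% in these data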;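 also: 0% = DMSO treated cells and 100% = cells given Gossypol at 36 µM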
MC4R ag barr: activates human MC4R beta-arrestin recruitment | AID 540308 | 0.98% of 360,000 active | P32245 | activation, % at 8.9 µM | U2OS MC4R beta-arrestin complementation, luminescence; percent of melanotan II response, DMSO zero;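 active = activation above a per-plate cutoff, the mean activation of sample wells on that plate plus 3 SD, cut at about 8% in these data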
LMP1 NFkB inh: reduces LMP1-driven NF-kappaB luciferase signal; LMP1-induced NF-kappaB luciferase reporter cells, luminescence; inhibition, % at 12.5 µM; 0.69% of 350,000 active; in the data active = inhibition above about 41%;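 also: 0% = neutral control wells and 100% = reference inhibitor control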
NR2F2 inh: NR2F2 (human) inhibition, primary screen; 0.7% of 370,000 active; HEK293T NGFI-A luciferase reporter, luminescence; AID 686940; P24468; inhibition, % at 8.6 µM;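 active = inhibition above a per-plate cutoff, mean inhibition of test wells between control levels plus 3 SD, cut at about 38% in these data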;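 also: cells cotransfected with COUP-TFII expression vector driving the NGFI-A reporter; 0% = median of COUP-TF2 test wells and 100% = reporter-only cells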
MC4R antag cAMP: blocks human MC4R cAMP signaling; P32245; AID 540295; 0.48% of 360,000 active; MC4R-expressing cells, MTII-stimulated cAMP, LANCE TR-FRET; inhibition, % at 6.5 µM;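 active = inhibition above its plate's cutoff, the mean of tested wells on that plate plus 3 SD, cut at about 29% in these data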;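 also: 0% = Melanotan II alone and 100% = Melanotan II plus saturating MCL0020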
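Test system: U2OS cells stably expressing human melanocortin 4 receptor (MC4R); also added: Melanotan II challenge; compound: 6.5 µM single dose; timing: 30-min compound preincubation, 1-h Melanotan II challenge, 1-h detection, room temperature; signal: Eu-cAMP/anti-cAMP TR-FRET, emission 671 nm; repeats: one well per compound, no replicates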
* = called active by the depositor; . = no result given. Some of the compounds tested; rates above refer to the full screens.

SMILES	NOD2 RIPK2 PPI	ABHD5 PLIN5 PPI	NR5A2 inv ag	SRC3 inh	NCOA1 inh	TLR9-MyD88 block	NCOA2 inhibitor	MC4R ag barr	LMP1 NFkB inh	NR2F2 inh	MC4R antag cAMP
CC(Oc1cc(-c2ccccc2)cc2ccccc12)C(=O)N1CCOCC1 (configuration not stated)	2.5	6.8	7.0	-11.9	-1.2	1.9	9.9	-0.9	7.9	-2.1	9.2
CCOc1cc(N2CCOCC2)c(OCC)cc1NC(=O)COc1ccccc1[N+](=O)[O-]	-6.5	1.6	-13.3	-8.7	-6.8	-11.9	-19.1	0.2	0.3	-23.7	24.9
Cc1ccc(OCCOc2ccc(S(=O)(=O)N3CCCC3)cc2C(N)=O)cc1	-9.9	2.1	17.6	18.7	3.9	2.1	7.2	-0.3	-2.4	6.3	8.4
COC(=O)c1cc(NC(=O)c2cc(-c3ccc(C(F)(F)F)cc3)oc2C(F)(F)F)ccc1N1CCOCC1	-5.8	-8.2	-0.5	23.6	-13.6	-9.7	-39.3	-0.7	5.1	-4.8	24.3
O=C(NCCCN1CCOCC1)c1cc(-c2cccc(O)c2)on1	-3.0	7.4	-2.1	-19.1	-16.7	-5.2	-44.1	-2.5	3.7	-1.3	-1.0
O=C(NC1CCCCC1)C(c1ccccc1)N1CCC2(CC1)OCCO2 (configuration not stated)	6.9	8.6	5.3	15.1	0.5	-1.8	-19.9	-0.2	-2.3	-2.3	9.6
CCOC(=O)C(=NC1CCCCC1)NNc1cccc(C(F)(F)F)c1	-10.0	-12.9	22.8	8.9	11.4	6.8	-8.7	0.6	-13.8	-8.7	-0.5
O=C1CCCN2N=C(SCC(=O)Nc3nc4ccccc4s3)SC2=N1	-4.1	2.3	-11.3	-15.2	-25.6	6.7	-24.3	3.8	1.0	0.9	8.2
CCOC(=O)C1=CCC(c2ccc(Cl)cc2)N(S(=O)(=O)c2ccc(C)cc2)C1 (configuration not stated)	-4.8	0.0	19.9	-1.5	17.4	.	1.7	.	.	7.6	.
O=C(Cn1c(C(F)(F)F)nc2ccccc21)N1CCCC1	-8.2	-2.4	-6.1	16.2	-11.6	-1.1	-21.0	-0.7	-8.4	6.5	0.1
c1ccc(-c2nnc(-c3ccncc3)o2)cc1	-6.0	2.1	-63.8	-34.0	-34.1	-6.5	-47.1	0.8	-4.5	-38.5	16.8
COc1ccc(OCc2nnnn2-c2ccccc2)cc1	-2.8	4.1	8.8	22.6	-6.2	-3.5	19.4	-0.4	1.4	8.2	5.0
C=C1CCN(c2ccc(C(=O)NCc3ccccc3)cc2[N+](=O)[O-])CC1	-5.7	-2.6	3.0	-13.3	4.6	-5.2	14.0	0.6	-1.1	-5.5	3.3
O=C1COc2ccc(S(=O)(=O)CCC(=O)N3CCN(c4cccc(Cl)c4)CC3)cc2N1	0.5	10.4	-17.8	-1.6	-10.7	0.0	-2.1	0.8	3.9	4.3	1.1
COc1ccc(CNC(=S)N/N=C(/C)c2ccccc2)cc1	-2.0	-2.0	-41.2	-45.8	-70.3	.	-63.5	1.2	.	-19.5	11.9
O=C(c1ccc(S(=O)(=O)N2CCCCC2)cc1)N1CCN(CCN2C(=O)c3cccc4cccc(c34)C2=O)CC1	-14.6	-3.7	-8.0	-5.3	-20.7	-2.1	1.2	0.4	18.4	2.0	0.2
CC(=O)NCC(=O)NC(C(=O)Nc1ccc2c(c1)OCCO2)c1ccccc1 (configuration not stated)	4.3	-3.2	-1.6	-1.8	-12.2	-0.1	-8.3	-1.9	-2.2	10.7	6.6
C=CCc1cccc(/C=N/NC(=O)c2ccc3nc[nH]c3c2)c1O	-9.8	-3.5	14.6	11.5	16.4	2.9	3.1	-0.7	23.1	-40.4	5.6
Cc1cc(-c2cc(-c3ccccc3)on2)nc(NC2CCCC2)n1	-5.9	-10.5	-13.6	-14.7	-4.2	-6.9	-10.2	1.8	-17.4	8.8	8.0
Cc1cccnc1CC(C)NC(=O)c1cc(COc2cncc(Cl)c2)on1 (configuration not stated)	-7.2	3.3	-13.4	-20.9	0.0	9.1	-18.0	0.6	-4.4	-3.6	0.9
C/C(=N\O)C(=O)NCCCNCCCN(C)C	-0.9	8.8	5.2	-0.9	2.1	-4.0	-32.7	-1.6	3.9	17.6	3.9
c1ccc(C(c2ccccn2)c2ccccn2)cc1	-13.4	1.8	-0.8	15.0	-6.9	-2.2	3.4	-0.8	7.1	4.0	7.8
Cc1ccc([C@@H]2CC(=O)[C@@H]3CN(S(=O)(=O)c4ccc(C)cc4)[C@H](c4ccccc4)C[C@@H]3N2S(=O)(=O)c2ccc(C)cc2)cc1	-12.4	-6.0	-9.4	-17.3	-2.7	.	11.5	.	.	-18.6	.
Cc1cc(C)nc(SCC(=O)Nc2ncc3c(n2)CCCC3=O)n1	-8.6	-1.1	13.4	12.5	7.7	5.8	-0.9	-1.2	-19.5	-8.0	-0.2
Cc1cccc(Cn2c(O)c(N=NC(=S)Nc3ccccc3F)c3ccccc32)c1	-16.1	-3.5	-13.0	9.0	-2.8	3.5	-16.1	-2.1	38.6	20.4	-7.2
CC(C)NC(=O)C1CCN(S(=O)(=O)c2ccc(N3CCCC3=O)cc2)CC1	1.6	2.8	-4.7	-5.2	-1.0	-8.6	-2.6	-0.6	2.9	-5.2	1.7
COc1ccc(CCC(=O)NNC(=O)c2ccc(F)cc2)cc1	-11.3	7.0	21.3	6.7	-7.5	2.6	-15.3	-1.3	-1.1	-10.0	-2.7
CC(=O)c1cccc(NC(=O)CCCSc2ccccc2)c1	7.6	2.6	-13.0	-4.1	3.1	2.0	-30.6	-1.2	0.8	9.2	0.2
COCc1cc(C)nc(OCC(=O)N/N=C/c2ccccc2)c1C#N	-11.0	-0.8	-9.3	15.4	8.2	-0.8	-9.8	-1.6	6.5	-11.3	13.5
N=c1n(CCN2CCCCC2)c2ccccc2n1CC(=O)c1ccc(Cl)c(Cl)c1	-5.8	22.0*	6.4	4.9	9.2	.	-8.1	2.3	.	11.7	9.8
COc1ccc2c(=O)c(N3C(=O)c4ccccc4C3=O)c(C)oc2c1	2.6	0.1	27.7	12.4	2.3	-1.8	-29.2	-1.2	-1.3	14.1	-10.3
COc1ccc(C(=O)NNC(=O)c2ccncc2)cc1[N+](=O)[O-]	2.5	-8.8	1.2	11.6	-17.4	-2.8	-50.4	1.1	-8.8	-25.0	1.4
O=S(=O)(N1CCOCC1)n1c(Cc2ccccc2)nc2ccccc21	3.4	-11.2	-15.0	-7.9	-13.5	-11.0	-10.1	1.9	-5.8	10.1	11.8
O=C(COC(=O)c1ccc(Br)cc1)NCCC1=CCCCC1	-0.1	-4.7	-14.2	-3.7	-4.8	2.2	-25.1	2.8	-4.7	-12.1	21.8
CCOc1ccc(C(=O)Nc2ccccc2OC(F)F)cc1	-4.3	-3.7	-27.4	2.5	-10.4	-0.5	-16.4	-1.8	-5.2	6.4	-0.8
CN(CC(=O)Nc1sccc1C#N)Cc1ccccc1	3.4	-3.5	16.0	13.2	-16.7	-0.7	-10.7	-0.4	0.5	8.1	3.0
CC(NC(N)=O)C(=O)OCc1ccc(Cl)cc1Cl (configuration not stated)	-14.2	9.1	-14.2	-12.7	-7.8	0.4	14.6	-2.2	3.4	4.3	0.0
CN(C)CCCNC(=O)c1ccc(-c2ccccc2)cc1	-2.9	1.1	13.9	-8.7	6.0	6.2	13.5	-1.9	-2.9	-9.1	-0.9
CCc1ccccc1NC(=O)CCN1C(=O)C2CC=CCC2C1=O (configuration not stated)	-9.6	-5.0	-8.9	10.8	5.8	1.6	-19.6	-2.9	-3.2	-2.1	-2.8
CCN(CC#CCC(O)(c1ccccc1)C1CCCC1)C(C)C (configuration not stated)	2.0	7.7	1.5	-2.8	-16.6	-8.4	2.2	1.5	0.5	0.4	7.9
COC(=O)C1=CO[C@@H](O[C@@H]2O[C@H](CO)[C@@H](O)[C@H](O)[C@H]2O)C2C1C=C[C@@]2(O)CO (some centres not stated)	-11.8	0.2	7.9	2.2	9.1	4.5	9.8	1.9	14.9	-65.0	5.2
CC(C)Oc1ccc(C(=O)O)c(C(=O)O)c1	-4.1	2.6	5.2	-36.2	5.3	1.3	1.0	0.9	5.7	3.7	2.8
CCN(CC)S(=O)(=O)c1cccc(C(=O)NCC(=O)OCC(=O)NCc2ccccc2)c1	-22.2	-5.1	1.9	15.9	-27.9	-1.5	-2.0	-2.9	0.9	5.3	18.1
Cc1nc2ccc(NC(=O)N3CCOCC3)cc2s1	-1.7	3.2	-6.2	-0.2	-1.3	3.5	-8.1	-1.8	-1.1	-19.6	8.2
Cc1cccc(NC(=O)C2CCN(C(=O)N3CCOc4ccccc43)CC2)c1C	-0.1	-2.9	-13.4	-2.7	-5.4	-9.3	4.5	-0.5	3.3	6.1	5.4
O=C1c2ccccc2C(Nc2ccc3c(c2)OCCO3)N1Cc1ccc2c(c1)OCO2 (configuration not stated)	-5.3	2.1	19.5	11.6	22.7	-2.2	29.9	1.2	14.3	15.8	5.3
COc1ccc2nc(SCC(=O)NCc3ccc4c(c3)OCO4)[nH]c2c1	-8.8	4.9	-3.1	10.1	14.2	9.4	5.6	-1.6	3.8	-9.1	-1.1
CC1=C(C(=O)NCc2ccccn2)C2(CCC(C)CC2)OC1=O (configuration not stated)	-5.0	0.6	-9.7	7.3	0.4	-1.8	5.1	0.1	-15.6	-8.9	-2.4
O=C(OCC(=O)N(c1ccccc1)C1CCCCC1)c1ccc(CO)cc1	3.3	10.0	7.9	-1.8	-21.2	-4.7	19.7	-2.0	4.5	-12.4	5.3
CC(=O)c1ccc(N(C(=O)CNC(=O)c2cccs2)C(C(=O)NCC2CCCO2)c2ccccc2)cc1 (configuration not stated)	-4.6	7.3	-12.6	6.7	-1.9	1.9	0.4	-2.4	-3.1	15.5	18.8
CCOC(=O)C1=CC[C@H]2c3c(c4ccccc4n3C)C(=O)C1N2Cc1ccccc1	4.0	-20.1	-24.6	7.2	4.7	-2.3	3.6	-0.4	-1.0	1.0	10.5
CCCCC(=O)NCCc1cc2c(C)ccc(C)c2[nH]c1=O	-19.1	3.4	-9.9	-16.2	-10.1	-7.3	-4.8	0.4	-4.4	-0.6	6.8
O=C(Nc1ccc(Cl)cc1)Nc1ccccc1C(=O)NCc1ccco1	-4.4	-2.4	-26.1	-19.4	-15.1	-3.4	8.5	0.5	-28.1	-6.7	-3.7

Source: PubChem BioAssay (several laboratories)
